Screening results deposited in PubChem BioAssay by National Center for Advancing Translational Sciences (NCATS).
L3MBTL1 block: L3MBTL1 (human) inhibition | AlphaScreen L3MBTL1–H3K9me1 peptide binding | Potency, µM (series often up to 57.1 µM), for the others: at the highest dose activity, negative = inhibition, hits mostly inhibitors | actives 0.66% (n = 230,000) | AID 485360; also: nearly all actives have a fitted effect of over 60% in size
Target sequence (Q9Y468 whole entry, looked up): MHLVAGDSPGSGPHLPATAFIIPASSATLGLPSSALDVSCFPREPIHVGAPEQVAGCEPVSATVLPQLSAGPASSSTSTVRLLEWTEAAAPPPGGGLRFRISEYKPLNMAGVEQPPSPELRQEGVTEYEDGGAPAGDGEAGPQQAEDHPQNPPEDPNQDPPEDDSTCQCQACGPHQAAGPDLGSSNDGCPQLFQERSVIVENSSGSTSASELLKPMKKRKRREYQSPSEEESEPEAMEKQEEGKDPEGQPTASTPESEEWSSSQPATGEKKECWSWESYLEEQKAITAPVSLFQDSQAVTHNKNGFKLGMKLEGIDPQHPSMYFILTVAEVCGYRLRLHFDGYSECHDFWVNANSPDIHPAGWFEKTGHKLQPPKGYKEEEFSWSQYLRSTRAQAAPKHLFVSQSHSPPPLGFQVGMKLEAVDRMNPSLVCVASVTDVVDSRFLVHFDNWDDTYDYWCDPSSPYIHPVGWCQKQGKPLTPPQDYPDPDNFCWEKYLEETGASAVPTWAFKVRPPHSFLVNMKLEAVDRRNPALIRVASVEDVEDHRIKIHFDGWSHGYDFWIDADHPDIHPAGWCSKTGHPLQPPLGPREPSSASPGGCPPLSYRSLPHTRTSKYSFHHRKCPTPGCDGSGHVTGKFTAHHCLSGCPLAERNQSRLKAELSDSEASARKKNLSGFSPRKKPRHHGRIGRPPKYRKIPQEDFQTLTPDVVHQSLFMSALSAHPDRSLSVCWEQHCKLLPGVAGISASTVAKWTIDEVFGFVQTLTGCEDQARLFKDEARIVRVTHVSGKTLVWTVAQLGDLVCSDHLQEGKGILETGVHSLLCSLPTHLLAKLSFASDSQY
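Displacement of a biotinylated histone H3(1-15) peptide monomethylated at Lys9 (75 nM) from L3MBTL1 (50 nM) was measured by AlphaScreen after a 30 min room-temperature compound incubation; cefsulodin titration served as intraplate control.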
GLA spleen mod: inhibits or activates alpha-galactosidase in human spleen homogenate; actives 0.008% (n = 240,000); P06280; human spleen homogenate, 4MU-alpha-Gal fluorescence, 40 min; Potency, µM (highest dose often 80 µM), for inactives: at the top dose activity change, negative = inhibition, most hits filed as inhibitors; AID 2107;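 also: 0% = enzyme with vehicle and -100% = no enzyme basal signal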
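Spleen homogenate 1 ug + cpd (titration) + 4-MU-alpha-D-galactopyranoside 1 mM; 37C 40 min; 50 mM citrate/phosphate pH 5.0, 0.01% Tween-20; stop pH 10; fluorescence 365/440; AC50 via Hill.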
Tau FP inhib: blocks human tau fibril formation measured by polarization; AID 1468; K18 P301L tau heparin fibrillization, Alexa594 FP, 6 h; Potency, µM (series often up to 57.7 µM), inactives show at the top dose activity, negative = inhibition, most hits filed as inhibitors; actives 0.39% (n = 280,000); P10636; also: nearly all actives have a fitted effect of over 55% in size
Target sequence (P10636 561-689 P618L limits assumed): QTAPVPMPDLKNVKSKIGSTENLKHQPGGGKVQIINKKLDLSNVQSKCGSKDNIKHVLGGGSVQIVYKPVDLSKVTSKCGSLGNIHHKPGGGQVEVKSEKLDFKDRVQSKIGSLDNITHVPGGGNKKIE
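Quantitative HTS format: compounds meet 15 uM recombinant K18 P301L tau and Alexa 594-tau tracer in 100 mM sodium acetate pH 7; 20 uM heparin triggers fibrillization at 37 C over 6 hr; FP gives the signal.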
TexasRed fluor: Texas Red fluorescence interference in TRb-SRC2 counter-screen; TRb/SRC2 Texas Red total fluorescence interference; actives 0.29% (n = 280,000); Potency, µM (titrated, usually from 106 µM), for inactives: at the highest dose fluorescence change, negative = quenching; AID 1479; active = well fitted curve in either direction with a large enough effect; inconclusive = small, poorly fitted or top-dose-only effect
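Human TRb ligand-binding domain at 0.6 uM with 20 nM Texas Red SRC2 peptide in Tris buffer containing 1 uM T3 and 5% DMSO, incubated with compound 5 h at ambient temperature. Total fluorescence (555/632 nm) calculated as parallel + 2 × perpendicular.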
Tau fluor counter: counter-screen for tau fibril formation inhibitors. tau K18 P301L Alexa594 fluorescence, heparin fibrillization. Potency, µM (doses to about 57.7 µM), for the others: at the highest dose activity change, negative = decrease. actives 0.93% (n = 280,000); also: nearly all actives have a fitted effect of over 55% in size
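Human tau K18 P301L (15 uM unlabeled, 0.24 uM Alexa 594-labeled) in 100 mM sodium acetate pH 7 with 20 uM heparin, 6 hr at 37 C. ThT 30 uM added, 1 hr ambient; Alexa 594 FP and total fluorescence read at 555/632 nm.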
TRb-SRC2 inh: disrupts binding of human TR beta to SRC2 | actives 0.065% (n = 280,000) | Potency, µM (top dose mostly 106 µM), for the others: at the top dose activity change, negative = inhibition, usual class: inhibitors | P10828 | TRbeta-SRC2 peptide binding, fluorescence polarization; receptor liganded with 1 µM T3;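 also: plate controls were bound peptide for no effect and peptide without receptor for full effect; nearly all actives have a fitted effect of over 50% in size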
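TRb LBD 0.6 uM + Texas Red SRC2 peptide 20 nM, 1 uM T3, Tris buffer w/ 5% DMSO; compound pinned, 5 h RT; FP read ex 555/em 632; normalized to unbound and bound controls.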
ALDH1A1 inh: inhibitors of human aldehyde dehydrogenase 1A1; P00352; AID 1030; actives 7.3% (n = 220,000); Purified ALDH1A1, NADH fluorescence, propionaldehyde substrate; Potency, µM (doses to about 75.3 µM), for inactives: top-dose activity, negative = inhibition, actives largely listed as inhibitors; active = well fitted inhibition curve with a large enough effect, not every such curve was filed as active; inconclusive = small, poorly fitted or top-dose-only effect, or another doubt; inactive = no such curve, though single readings can be large or run the other way;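 also: plate controls were no enzyme wells and a reference inhibitor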
Tau fibril ThT: blocks human tau fibril formation measured by thioflavin T. Potency, µM (titrated, usually from 57.4 µM), for inactives: top-dose activity, negative = inhibition, actives largely listed as inhibitors. AID 1460. actives 2.1% (n = 270,000). P10636. recombinant tau K18 P301L (four-repeat tau fragment), heparin-induced fibrillization, ThT fluorescence; also: nearly all actives have a fitted effect of over 55% in size
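Aggregation was driven by heparin (20 uM final) acting on recombinant tau […] bearing P301L in 100 mM sodium acetate pH 7; fibrils were detected with Thioflavin T.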
* = called active by the depositor; ? = inconclusive; . = not tested or not shown; [ ] = dose if it differs, or a comment. Unless noted, calls follow the shape of the dose curve; as a rule, active = well fitted curve in the direction sought with a large enough effect; inconclusive = small, poorly fitted or top-dose-only effect, or another doubt; inactive = no such curve, though single readings can be large; an effect the other way counts as inactive or inconclusive. Unless noted, % is scaled to controls: 0 for no effect and ±100 for the full control effect; potency is read from the fitted curve at half-maximal effect. An unsorted share of the library. Share with any hit: about 8.5%.

SMILES	L3MBTL1 block	GLA spleen mod	Tau FP inhib	TexasRed fluor	Tau fluor counter	TRb-SRC2 inh	ALDH1A1 inh	Tau fibril ThT
CC(CN(C)Cc1nc(Cc2cccc(C(F)(F)F)c2)no1)CN1CCCC1 (stereo not given)	-15%	5%	-7%	-2%	-19%	2%	?	-3%
CCOc1ccc(C(=O)OCC(=O)Nc2cc(C)on2)cc1OCC	.	2%	1%	-4%	-1%	5%	16%	-2%
Cc1ccc(C[n+]2cccc(-c3ccccc3)c2)c(C)c1	0%	0%	-2%	-5%	5%	-3%	-8%	10%
Nc1c(C(=O)NC23CC4CC(CC(C4)C2)C3)sc2nc3c(c(C(F)(F)F)c12)CCC3	15%	3%	4%	.	9%	.	2%	-3%
CCOc1ccc(Nc2nc3ccccc3c3nnc(CC)n23)cc1	.	.	-2%	0%	-7%	3%	.	-3%
CC(=O)Oc1ccc2c(c1)CCC1C2CC[C@]2(C)C(OC(C)=O)CCC12 (stereo not given in full)	.	2%	0%	0%	-17%	-8%	9%	?
FC(F)(F)c1ccc(Cl)c(NC(=S)N/N=C/c2ccccc2C(F)(F)F)c1	-13%	16%	-3%	0%	0%	3%	3%	3%
CCOc1cc(-c2nnc(SCC(=O)NCc3ccc(C)cc3)nc2-c2ccc(OC)c(OCC)c2)ccc1OC	.	.	-2%	-1%	?	-1%	.	?
CC1=C(c2ccc(C(C)C)cc2)S(=O)(=O)N=C1N1CCC(C(=O)NCCc2ccco2)CC1	.	.	-5%	25µM*[quencher]	3%	-19%	.	?
COc1ccc(C2/C=C\CN(CC(C)C)CC(=O)N2Cc2cccc(F)c2)cc1 (stereo not given)	0%	1%	7%[81.3 µM]	2%	-11%[81.3 µM]	8%	?	-21%[81.4 µM]

The list goes on (2 carried over from the part before).
SMILES	L3MBTL1 block	GLA spleen mod	Tau FP inhib	TexasRed fluor	Tau fluor counter	TRb-SRC2 inh	ALDH1A1 inh	Tau fibril ThT
CC1=C(c2ccc(C(C)C)cc2)S(=O)(=O)N=C1N1CCC(C(=O)NCCc2ccco2)CC1	.	.	-5%	25µM*[quencher]	3%	-19%	.	?
COc1ccc(C2/C=C\CN(CC(C)C)CC(=O)N2Cc2cccc(F)c2)cc1 (stereo not given)	0%	1%	7%[81.3 µM]	2%	-11%[81.3 µM]	8%	?	-21%[81.4 µM]
CCNS(=O)(=O)c1ccc(NC(=O)c2ccccc2)cc1	.	4%	6%	-1%	-2%	1%	1%	-2%
COc1ccccc1NC(=O)CCC(=O)OCc1ccc(Br)cc1	21%	5%	-11%	1%	-15%	-9%	13%	-6%
CC(=O)Nc1ccc(NC(=O)c2ccccc2CCc2ccccc2)cc1	-2%	-2%	-7%	2%	-15%	-7%	1%	1%
C=C(C)CN(CC)C(=O)CC1C(=O)NCCN1C (stereo not given)	11%	2%	3%	-1%	2%	2%	0%	-3%
COCCSc1nnc(NC(=O)COC)s1	.	3%	-14%	1%	-14%	13%	4%	-7%
CCC(=O)N1CCc2cc(S(=O)(=O)NC(CC(C)C)C(=O)NCCc3cccc(C)c3)ccc21 (stereo not given)	.	.	-12%	-1%	-5%	0%	.	3%
COCCNC(=O)/C(C#N)=C1\N=C(N)c2ccccc21	0%	-3%	2%	-4%[53 µM]	-3%	4%[53 µM]	?	-6%
CN1C(=O)CC(n2c(CO)nc3ccccc32)C1=O (stereo not given)	-3%	-1%	-2%	-7%	9%	-9%	1%	2%
Cc1nn(C)c(Oc2ccccc2)c1CCNC(=O)C(C)(C)C	-4%	-24%	-1%	-2%	0%	0%	5%	-5%
CSCCC(NC(=O)c1ccccc1)C(=O)OCC(=O)N(C)CCC#N (stereo not given)	7%	1%	-1%	-7%	2%	0%	7%	3%
CCOc1ccc(Br)cc1S(=O)(=O)Nc1cccc(S(=O)(=O)N(C)C)c1	6%	-11%	-7%	0%	-17%	-4%	20µM*	-6%
Cc1ccc(-c2nc3ccc(Br)cn3c2Nc2ccc3c(c2)OCO3)o1	.	.	-1%	-2%	-19%	-5%	.	-5%
Cc1nn(C)cc1[C@@H]1C[C@H]2CN(Cc3cccc(Cl)c3)C(=O)[C@]23CCCN13	10%	-8%	6%	-6%	9%	-5%	5%	2%
COC(=O)C(CCSC)Nc1ncnc2onc(-c3ccc(F)cc3)c12 (stereo not given)	.	.	-12%	-1%	-10%	3%	.	5%
O=S(=O)(Nc1ccc(-c2ccc(N3CCCC3)nn2)cc1)c1ccc(OC(F)(F)F)cc1	.	.	-11%	-1%	-23%	-4%	.	-9%
Cc1ccc(-n2nnnc2SCC(=O)NCCC2=CCCCC2)c(C)c1	9%	-2%	11%	0%	-13%	-1%	?	-15%
Cc1ccnc(N2C(=O)OC(C)(C)C2(C)O)c1 (stereo not given)	12%[11.4 µM]	-1%	-3%	1%	-2%	13%	1%	-1%
COCC(=O)Nc1ccccc1C(=O)Nc1ccc(OC)cc1	-14%	-4%	-3%	1%	-7%	-3%	1%	-12%
Cc1ccc(CNC(=O)CS(=O)Cc2nc(-c3ccccc3C)oc2C)cc1 (stereo not given)	.	5%	?	-3%	-10%	0%	11%	-20%
O=C(Nc1nnc(Cc2ccc(Cl)cc2)s1)c1cccs1	5%	-4%	6%	-3%	-3%	8%	7%	-2%
Cc1ccc2occ(/C=C/C(=O)c3ccccc3O)c(=O)c2c1	-2%	4%	8%	-4%	-5%	-2%	7.9µM*	?
CCn1ncc(NC(=O)Nc2cccc(C(F)(F)F)c2)c1C(N)=O	.	18%	6%	1%	1%	-2%	5%	10%
O=C(COC(=O)c1cc(S(=O)(=O)N2CCCCC2)ccc1Cl)NCc1ccco1	-8%	-11%	7%	3%	-9%	0%	1%	-17%
CCC(CC)c1nn2c(N)c(/C=C3\C(C)=Nc4ccccc43)c(=O)nc2s1	-10%	-1%	-15%	-3%	?	2%	.	?
C=CCn1c(N2C(=O)CC(Cc3ccccc3)C2=O)nc2ccccc21 (stereo not given)	-10%	0%	-4%	2%	-17%	8%	2%	-5%
Clc1ccc(C(c2ccccc2)N2CCNCC2)cc1 (stereo not given)	.	4%	-2%	3%	-12%	-25%	-12%	-4%
O=[N+]([O-])c1ccc(NC(=S)N2CCN(c3ccccc3)CC2)cc1	-2%	1%	6%	1%	?	-18%	?	?
O=C(Nc1nccs1)c1cccc(NC(=O)C(F)(F)F)c1	.	3%	5%	-3%	-1%	1%	.	.
O=C(/C=C/c1ccco1)NCCCN1CCN(CCCNC(=O)/C=C/c2ccco2)CC1	-3%	-2%	-5%	1%	4%	-10%	0%	-4%
CCC(=O)Nc1c(C(=O)N2CCCCCC2)cnn1-c1ccc(C)c(C)c1	-1%	-1%	5%	2%	4%	-4%	-5%	-3%

Retrieved by structure from the list above (2):
SMILES	L3MBTL1 block	GLA spleen mod	Tau FP inhib	TexasRed fluor	Tau fluor counter	TRb-SRC2 inh	ALDH1A1 inh	Tau fibril ThT
O=C(/C=C/c1ccco1)NCCCN1CCN(CCCNC(=O)/C=C/c2ccco2)CC1	-3%	-2%	-5%	1%	4%	-10%	0%	-4%
CCC(=O)Nc1c(C(=O)N2CCCCCC2)cnn1-c1ccc(C)c(C)c1	-1%	-1%	5%	2%	4%	-4%	-5%	-3%

Continuation.
SMILES	L3MBTL1 block	GLA spleen mod	Tau FP inhib	TexasRed fluor	Tau fluor counter	TRb-SRC2 inh	ALDH1A1 inh	Tau fibril ThT
O=C(Nc1cccnc1)C1(c2ccc(Cl)cc2)CCCC1	.	6%	1%	1%	-4%	-6%	?	15%
Cc1ccc(O)c(C(=O)c2cc(C#N)c(=O)n(CC3CCCO3)c2)c1 (stereo not given)	1%	-10%	4%	1%	6%	-26%	?	0%
CN(C(=S)NC(=O)C1(C)CC1(Cl)Cl)c1ccccc1 (stereo not given)	.	-8%	4%	-3%	-4%	-4%	5%	-1%
Cc1ccc(CN(C(=O)c2ccc(C(C)(C)C)cc2)c2ccccn2)o1	.	.	3%	?	3%	-3%	.	-5%
O=C(NCc1cccnc1)NC1(C(F)(F)F)Oc2ccc(Cl)cc2O1 (stereo not given)	6%	-2%	-11%	-3%	-12%	-4%	11%	-4%
CS(=O)(=O)c1ccc(CNC(=O)[C@H]2C[C@@H]2[C@H](NP(=O)(c2ccccc2)c2ccccc2)c2ccccc2)cc1	.	4%	-1%	-4%	-20%	4%	8%	-20%
Cc1ccnc(SCc2cn3c(C)cccc3n2)n1	3%	-4%	1%	2%	-4%	-6%	-7%	-15%
COc1cccc(-c2nc(-c3ccccc3)no2)c1	.	-1%	-2%	-1%	-12%	6%	4%	-14%
CC(C)(C)OC(=O)N1CCC(c2c(C(=O)Nc3ccc4c(c3)OCO4)cnn2-c2ccc(F)cc2F)CC1	.	.	7%	-1%	?	-4%	.	?
CSc1nc(C)c(Cl)c(C)c1C#N	.	?	5%	1%	2%	-1%	14%	5%
O=C(CCCOc1ccc(Cl)cc1Cl)NCc1ccccn1	-14%	-8%	4%	1%	7%	-8%	5%	4%
CCOc1cc(CNCCO)cc(Br)c1OCc1ccc(Cl)cc1Cl	4%	-4%	-7%	-1%	-20%	3%	?	-2%
CC(C)c1cccc(C(C)C)c1NC(=O)CCl	4%	-8%	-3%	-4%	-3%	-7%	8%	-5%
O=C(Cc1ccccc1)Nc1ccc(NC(=O)c2cccs2)cc1	-2%	-7%	-8%	-1%	-14%	-6%	3%	-1%
COC(=O)C/C=C\[C@@H](C)[C@@H](/C=N\OC[C@@H]1O[C@H](c2ccccc2)C=C[C@@H]1Oc1ccc(OC)cc1)OC	.	9%[17.5 µM]	-4%[11.6 µM]	2%[11.2 µM]	-17%[11.6 µM]	1%[11.2 µM]	-10%[13.5 µM]	-13%[11.5 µM]
CCCCc1cc(=O)oc2cc(C)cc(O)c12	1%	0%	-2%	-8%	-26%	-3%	8.9µM*	?
CN(C)c1oc(-c2ccccc2[N+](=O)[O-])nc1C#N	-12%	3%	?	-3%	-20%	-3%	10µM*	?
N#C/C(=C(/O)c1ccc(Cl)c([N+](=O)[O-])c1)c1nc2ccccc2[nH]1	9%	5%	5%	-3%	?	3%	13%	?
COc1ccccc1OCC(=O)Nc1nc2c(s1)CC(C)CC2 (stereo not given)	.	.	-5%	?	-18%	-1%	.	?
CCn1ncc(C2=NOC(C(=O)NCc3ccccc3)C2)c1C (stereo not given)	2%	6%	-8%	0%	-4%	-22%	?	2%
